Source: PubChem BioAssay
ERa SRC1 inh – ERα–SRC-1 coactivator interaction inhibitors, primary screen, biochemical, TR-FRET, ERα LBD, estradiol-bound; TR-FRET ER-alpha LBD / SRC-1 peptide; AID 629, 2007; Estrogen receptor (Homo sapiens), P03372; inhibition, % at 25.6 µM; 86,000 tested, 1.7% active; in the data active = inhibition above about 50%;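 note: 0% = receptor plus peptide control and 100% = peptide only without receptor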
Mac1 fbg enh – enhancers of CD11b/CD18 adhesion to fibrinogen, primary screen, K562 cells, luminescence. activation, % at 10 µM. Integrin beta-2 (Homo sapiens) + Integrin alpha-M (Homo sapiens), P05107+P11215. 93,000 tested, 0.07% active. ATPlite luminescence. AID 1499, 2009;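 active = 10 µM primary screen giving 50% or more activity, confirmed by 40% or more on retest at that dose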; note: strong numbers were not always called active
H69AR growth 86K – proliferation blockers of H69AR lung cancer cells, primary screen, cell-based, human, 86K library; H69AR lung tumor viability, ATP luminescence, 72 h; active compounds read low; viability, % at 10 µM; 85,000 tested, 6% active;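 active = viability at or below 40%; inactive = viability above 40%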;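 note: multidrug resistant small cell line overexpressing MRP-1 efflux transporter; 100% = mean luminescence of untreated control wells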
Lung fibro prol – antiproliferative effect on LL 47 fibroblasts – human, LL 47 cells, CellTiter-Glo luminescence, primary screen | LL 47 human lung fibroblast viability, ATP luminescence; active compounds read low | viability, % at 10 µM | 85,000 tested, 1.1% active | AID 719, 2007;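 active = viability at or below 50% in the single dose screen; inactive = viability above 50%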;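 note: compound exposure lasted 72 h before the ATP readout; 100% = median luminescence of untreated cell-only wells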
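Material: human lung fibroblast line LL 47, low passage; Evaluation: viability percentage against median untreated-cell control; Buffer or medium: 15% FBS in IMEM; Incubation: 72 h compound exposure at 37 °C after overnight plating; Dosing: 0.1% DMSO in all compound wells; Measured by: CellTiter-Glo luminescence.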
ERa SRC1 pot – enhancers of ERα–SRC-1 coactivator binding, primary screen, biochemical, TR-FRET, ERα LBD, low estradiol; TR-FRET ERalpha-LBD/SRC-Cy5 coactivator binding, 2 h; 100 = basal binding, no effect; coactivator binding (% of control), % at 25.6 µM; 86,000 tested, 1.3% active; AID 639, 2007; in the data active = activity above about 200%;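 note: binding measured in presence of low estradiol as agonist stimulus; 0% = peptide alone without receptor and 100% = receptor with peptide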
HUVEC inhibit – inhibitors of HUVEC proliferation, primary screen, cell-based, 384-well; CellTiter-Glo luminescence, 72 h; active compounds read low; viability, % at 10 µM (by protocol); 86,000 tested, 1.1% active; AID 648, 2007;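 active = viability at or below 30%; inactive = viability above 30%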;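 note: 100% = median luminescence of DMSO-only cell control wells on each plate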
MT1-MMP txn act – MT1-MMP promoter reporter activation – cell-based, luciferase luminescence, primary screen; HT1080 MT1-MMP promoter luciferase reporter, overnight; active compounds read high; activation factor at 10 µM; 86,000 tested, 0.16% active; AID 750, 2007;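 active = activation factor of at least 2 for MT1-MMP transcription at 10 µM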
Smad3 FoxH1 inh – Smad3/FoxH1 peptide binding inhibitors, primary screen, biochemical, TR-FRET | inhibition, % at 25 µM | Mothers against decapentaplegic homolog 3 (Homo sapiens), P84022 | TR-FRET Smad3/Dy647-FoxH1 peptide binding, europium anti-His | AID 630, 2007 | 88,000 tested, 0.29% active;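 active = compounds that reduce the energy-transfer binding signal between the protein and its labelled peptide by more than half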;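 note: 0% = Smad3 plus labelled peptide maximal FRET and 100% = peptide-only background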
Target sequence (P84022 whole entry, looked up): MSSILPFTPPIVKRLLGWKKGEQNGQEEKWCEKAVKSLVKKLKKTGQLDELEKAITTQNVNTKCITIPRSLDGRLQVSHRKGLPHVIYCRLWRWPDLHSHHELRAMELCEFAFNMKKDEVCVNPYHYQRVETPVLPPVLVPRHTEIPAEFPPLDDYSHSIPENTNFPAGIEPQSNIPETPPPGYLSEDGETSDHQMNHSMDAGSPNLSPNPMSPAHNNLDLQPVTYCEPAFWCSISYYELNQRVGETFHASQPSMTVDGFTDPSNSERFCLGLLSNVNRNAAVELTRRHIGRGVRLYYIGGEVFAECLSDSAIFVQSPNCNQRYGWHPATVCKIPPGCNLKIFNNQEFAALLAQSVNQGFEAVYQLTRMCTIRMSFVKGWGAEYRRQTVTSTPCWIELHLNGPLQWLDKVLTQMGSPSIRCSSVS
ERb SRC1 inh – inhibitors of ERβ-SRC1 coactivator interaction, primary screen, biochemical, TR-FRET, ERβ LBD, SRC-1 peptide. AID 633, 2007. Estrogen receptor beta (Homo sapiens), Q92731. TR-FRET ER-beta LBD / SRC1-Cy5 peptide binding; receptor agonist-loaded with 1 µM estradiol. inhibition, % at 25.6 µM. 86,000 tested, 1.3% active;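 active = compounds whose percent inhibition of the receptor-coactivator binding signal exceeds about 50% in the single-dose screen, limit read from the data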;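 note: 0% = receptor plus peptide wells without compound and 100% = peptide-only wells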
Target sequence (Q92731 whole entry, looked up, the tested form may be a part): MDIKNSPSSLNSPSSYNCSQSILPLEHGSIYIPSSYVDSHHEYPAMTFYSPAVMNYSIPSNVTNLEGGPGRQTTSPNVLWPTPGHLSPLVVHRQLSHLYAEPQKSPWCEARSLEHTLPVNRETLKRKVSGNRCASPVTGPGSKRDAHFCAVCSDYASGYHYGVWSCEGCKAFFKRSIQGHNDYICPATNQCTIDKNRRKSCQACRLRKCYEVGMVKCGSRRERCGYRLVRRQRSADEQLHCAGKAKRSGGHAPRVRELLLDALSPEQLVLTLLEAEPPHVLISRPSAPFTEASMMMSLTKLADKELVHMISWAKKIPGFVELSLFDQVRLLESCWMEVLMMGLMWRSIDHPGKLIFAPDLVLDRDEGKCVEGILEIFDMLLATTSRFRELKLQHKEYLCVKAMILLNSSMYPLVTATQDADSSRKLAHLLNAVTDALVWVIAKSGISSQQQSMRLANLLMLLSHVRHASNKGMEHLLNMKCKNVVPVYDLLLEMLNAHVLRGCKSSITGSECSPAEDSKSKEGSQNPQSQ
The depositor's hits bear a star; x = not tested or not shown; & = joins results of further samples; [ ] = dose if it differs, or a comment.

Molecule | ERa SRC1 inh | Mac1 fbg enh | H69AR growth 86K | Lung fibro prol | ERa SRC1 pot | HUVEC inhibit | MT1-MMP txn act | Smad3 FoxH1 inh | ERb SRC1 inh
O=C(O)CCc1nc2ccccc2n(CCc2ccccc2)c1=O | 25 | -1 | 105 | 101 | 87[fluorescence artefact?] | 99 | 1 | 6 | 20
Cc1ccc(C2(C)NC(=O)N(CC(=O)Nc3ccc4c(c3)OCO4)C2=O)cc1 (centres undefined) | -2 | 4 | 98 | 97 | 113 | 87 | 1 | 4 | 2
Cc1cc(C)n(CCc2nc3c4ccccc4nc(SCc4ccc(C#N)cc4)n3n2)n1 | 59*[fluorescence artefact?] | x | 86 | 113 | 95[fluorescence artefact?] | 77 | 1.1 | -7 | 33[fluorescence artefact?]
Cc1cccc(-c2nc3c(c(SCC(=O)N(C)C)n2)CCCC3)c1 | -14 | x | 62 | 97 | 89 | 86 | 1.2 | 15 | -22
Cc1ccc(-n2c(SCC(=O)OC(C)C)nnc2-c2ccncc2)cc1 | -15 | x | 96 | 101 | 93 | 97 | x | 7 | -1
CCOc1ccc(NC(=O)c2nccnc2CO)cc1 | -5 | -4 | 85 | 106 | 113 | 99 | 1.3 | 4 | -6
COc1ccccc1NC(=O)c1ccccc1NS(C)(=O)=O | -11 | -1 | 98 | x | 97 | 103 | 1 | 9 | -8
CC(C)C(NC(=O)C1CCCCC1)C(=O)N1CCN(c2ccc(F)cc2)CC1 (centres undefined) | 1 | 2 | 81 | 84 | 97 | 84 | 1.3 | -3 | 8[fluorescence artefact?]
CCN1CCN(C(=O)c2ccccc2N(Cc2ccccc2)S(C)(=O)=O)CC1 | -4 | 0 | 95 | 107 | 120 | 107 | 1.1 | 3 | -10
O=C1c2ccccc2C(Nc2ccc(Cl)cn2)N1c1cccnc1 (centres undefined) | 7 | 5 | 93 | 110 | 104[fluorescence artefact?] | 92 | 1.1 | 7 | 3[fluorescence artefact?]
Cc1nc(-c2cccc(NS(C)(=O)=O)c2)cs1 | 2[fluorescence artefact?] | -2 | 97 | 101 | 117 | 92 | 1.1 | 8 | -4
O=C(O)c1ccccc1C(=O)N1CC=C(c2ccccc2)CC1 | 2 | -4 | 82 | 102 | 95 | 100 | 1.2 | 7 | 3
CCCc1cc(=O)oc2cc3occ(C)c3cc12 | -7 | 0 | 84 | 94 | 110[fluorescence artefact?] | 91 | 1.2 | 10 | 4
CCCC(C)NC(=O)c1ccc(F)cc1 (centres undefined) | 0 | -1 | 110 | 95 | 127 | 106 | 1.3 | 8 | 2[fluorescence artefact?]
O=C(c1ccco1)N1CCN(C(=O)C(c2ccccc2)c2ccccc2)CC1 | 1 | x | 90 | 105 | 113[fluorescence artefact?] | 104 | 1.1 | -3 | 5
COc1cccc(-c2cc(C(F)(F)F)n3nc(N)nc3n2)c1 | -7 | 3 | 82 | 92 | 94 | 90 | 1.1 | -5 | -7
Cc1ccccc1-c1nnn(CC(=O)c2ccc(S(=O)(=O)N3CCCC3)cc2)n1 | -4 | -1 | 49 | 96 | 103 | 109 | 1 | 14 | 0
CCN(CC)S(=O)(=O)c1ccc(NC(=O)C2COc3ccccc3O2)cc1 (centres undefined) | -4 | -3 | 82 | 105 | 100 | 88 | 1.2 | 9 | -12
O=C(Cn1nnc(-c2ccc(S(=O)(=O)N3CCCC3)cc2)n1)NCC1CCCO1 (centres undefined) | 8 | -3 | 92 | 94 | 88 | 91 | 1 | -10 | 4
CC1CCCN(C(=O)N2c3ccccc3Sc3ccccc32)C1 (centres undefined) | 5[fluorescence artefact?] | 1 | 108 | 95 | 91 | 92 | 1.1 | 2 | 3[fluorescence artefact?]
CCC(=O)Nc1ccc(C(=O)Nc2ccc3c(c2)C(=O)N(CC2CCCO2)C3=O)cc1 (centres undefined) | -6 | 2 | 69 | 98 | 113[fluorescence artefact?] | 88 | 1 | 15 | -7
COc1ccccc1S(=O)Cc1ccc(C(=O)NC2CCCC2)o1 (centres undefined) | -1 | 4 | 80 | 94 | 105 | 91 | 1.1 | -11 | -11
CCc1ccccc1N(CC(=O)NCc1ccco1)C(=O)c1snc(C(N)=O)c1N | 26 | 0 | 78 | 86 | 89 | 98 | 1 | -4 | 15
O=C(Nc1cnn(Cc2ccc(Cl)cc2)c1)C1CCCC1 | -1 | -1 | 97 | 95 | 120 | 95 | 1.2 | 14 | -1
CC1=CC(C)=Nc2ccc(C)cc2N1 | 0&-5[fluorescence artefact?] | 0&0 | 18* | 100&101 | 90&137 | 97&83 | 1.8 | -1&-7 | -7&-3[fluorescence artefact?]
Cc1cc(Cl)cc(C)c1OCCCCn1ccnc1 | 5 | 1 | 75 | 96 | 114 | 100 | 1 | 2 | 8
CCN1C(=O)/C(=C/N2CCc3ccccc32)SC1=S | 13 | 42 | 70 | 98 | 113 | 99 | 1.8 | 4[fluorescence artefact?] | 12
CCCCn1c(SCN2C(=O)c3ccccc3C2=O)nc2cc(S(N)(=O)=O)ccc21 | 10 | -3 | 101 | 99 | 72 | 94 | 1.2 | 14 | 8
CC1(C)CC(=O)c2cnc(NC(=O)CSc3nc4ccccc4o3)nc2C1 | -1 | x | 100 | 100 | 99 | 92 | 1.1 | 5 | 15[fluorescence artefact?]
O=C(O)C1CC(c2cccc(Br)c2)=NO1 (centres undefined) | -9 | x | 89 | 95 | 100 | 86 | 1.3 | -4 | -10
O=C(c1cc(-c2cccc(O)c2)on1)N1CCN(C(c2ccccc2)c2ccccc2)CC1 | 5 | -6 | 5.2* | 84 | 96 | 80 | 1.1 | 3 | -8
O=C(Cn1nc(-c2ccccc2)ccc1=O)Nc1ccc(N2CCN(C(=O)c3ccccc3)CC2)cc1 | 14 | x | x | 100 | 106[fluorescence artefact?] | 105 | 0.9 | -7 | 4
Cc1cccc(OCc2nnc(SCc3nc4ccccc4c(=O)[nH]3)o2)c1 | -6 | 9 | 94 | 92 | 84 | 84 | 1 | -7 | 24
COC(=O)C1(C)NC(=O)c2ccccc2N1 (centres undefined) | -5 | -4 | 95 | 104 | 156 | 98 | 1 | -12 | 6
COC(=O)C1=C(C(C)=O)C(c2ccc(C)cc2)n2nnnc2N1 (centres undefined) | -12 | 2 | 100 | 107 | 95 | 101 | 1 | -14 | -5[fluorescence artefact?]
O=C(COC(=O)c1ccc[nH]c1=O)NC1CCCC1 | -4 | -1 | 98 | 103 | 96 | 97 | 1 | 7 | -2
c1ccc(-n2nnc3c(N4CCOCC4)ncnc32)cc1 | 2 | -5 | 87 | 102 | 79 | 98 | 0.5 | -6 | 11[fluorescence artefact?]
Cc1nn(Cc2ccc(Br)cc2)c(C)c1NC(=O)c1nn(C)cc1Cl | -3 | 0 | 99 | 105 | 111 | 102 | 1 | -1[fluorescence artefact?] | -1
Cn1c(=O)[nH]c(=O)c2c1nc(N1CCOCC1)n2CCN1CCOCC1 | -5 | -2 | 90 | 107 | 111 | 103 | 1.1 | 9 | 1[fluorescence artefact?]
CN(C(=O)COc1cc(=O)n(C)c2ccccc12)c1cccc(Cl)c1 | -3 | 1 | 89 | 102 | 92 | 101 | 1.1 | 3 | -4
c1ccc2nc(-c3nc4ccccc4o3)ccc2c1 | -3 | 0 | 67 | 69 | 111 | 67 | 0.1 | 7 | -5
CCC1(NC(C)=O)CC2CC1CC2NC(C)=O (centres undefined) | -3[fluorescence artefact?] | 1 | 90 | 110 | 119 | 96 | 1 | -3 | -9
COc1ccccc1CCNC(=O)CSc1nc(-c2ccco2)cc(C(F)(F)F)n1 | 0 | -1 | 61 | 98 | 82 | 110 | 1.2 | -10 | -1
Cn1c(=O)c2c(nc(CN3CCN(C(=O)c4ccco4)CC3)n2Cc2ccc(Cl)cc2)n(C)c1=O | -4 | 1 | 54 | 102 | 97 | 88 | 1 | -1 | -9
Cc1nnc(N(C)C(=O)Cc2ccc3c(c2)OCO3)s1 | 5 | x | 95 | 99 | 89 | 89 | 1.2 | -8 | 15[fluorescence artefact?]
CN(C)c1nc(N)nc(CSc2ncc(Cl)cc2Cl)n1 | -1 | -2 | 99 | 79 | 77[fluorescence artefact?] | 92 | 1.2 | -8 | -8
COCCNC(=O)C(c1cccs1)N(C(=O)Cn1nnc2ccccc21)c1ccccc1 (centres undefined) | 3 | 2 | 89 | 90 | 101 | 90 | 1.1 | 4 | 5
CCC(C)c1ccc2oc(-c3ccc(NC(=O)c4ncn[nH]4)cc3)nc2c1 (centres undefined) | 23[fluorescence artefact?] | x | 88 | 104 | 110[fluorescence artefact?] | 97 | 1.2 | 7 | 15
CCN1C(=O)c2cccc3c(NC(=O)c4ccc(S(=O)(=O)N5CCOCC5)cc4)ccc1c23 | 4 | -3 | 67 | 87 | 109[fluorescence artefact?] | 71 | 1.4 | 16 | -1
COc1ccc(OC)c2c(C)cc(NCCN3CCOCC3)nc12 | -7 | -4 | 94 | x | 101 | 82 | 1.2 | 7 | -3
CCOc1cc(-c2nc3cc(C)ccn3c2NCC2CCCO2)ccc1O (centres undefined) | -2[fluorescence artefact?] | 3 | 82 | 104 | 96 | 95 | 1.2 | -11 | -9
O=C(CN1CCCCCC1)Nc1ccc(F)c(F)c1 | -12 | x | 98 | 102 | 116 | 102 | 1.2 | -6 | -5
C=CCNc1nc(N2CCOCC2)c(C#N)c2c1CN(C)CC2 | 2 | -4 | 94 | 109 | 107 | 107 | 1 | -1 | 6[fluorescence artefact?]
CCOC(=O)c1c(C)[nH]c(C(=O)COC(=O)C(C)N2C(=O)C3CCCCC3C2=O)c1C (centres undefined) | 5[fluorescence artefact?] | x | 79 | 107 | 94 | 90 | 1.1 | -1 | 1[fluorescence artefact?]
COC(=O)c1ccc(NC(=O)C2CCCO2)cc1 (centres undefined) | -7 | -5 | 100 | 99 | 113 | 100 | 1.3 | -4 | -7[fluorescence artefact?]
O=C(NCC(c1cccnc1)N1CCN(c2ccccc2F)CC1)c1ccco1 (centres undefined) | 3[fluorescence artefact?] | 0 | 91 | 104 | 109 | 116 | x | -8 | -3[fluorescence artefact?]
CCOc1cc(C(=O)OCC(=O)NCc2ccco2)cc(OCC)c1OCC | 57*[fluorescence artefact?] | -1 | 71 | 96 | 80[fluorescence artefact?] | 94 | 1.2 | 2 | 45

A portion of the library. The share of hits here may be higher or lower than overall.
